Bioassay records (PubChem BioAssay)
FXIIa inh – factor XIIa (human) inhibition | purified FXIIa, Boc-QGR-AMC fluorogenic substrate, 2 h | inhibition, % at 5 µM | 0.3% of 220,000 active | AID 800; in the data active = inhibition above about 40%;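 also: 0% = enzyme with no compound and 100% = blank without enzyme; many of its hits are not listed in these tables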
zVAD death inh – blocks zVAD induced death of L929 cells | 0.38% of 220,000 active | L929 zVAD necroptosis rescue, ATP luminescence, 24 h; with zVAD 60 µM | viability rescue, % at 10 µM;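 active = activation, scaled between plate controls, above about 75%, limit read from the data; inactive = activation under that limit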;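 also: 0% = zVAD with DMSO and 100% = DMSO alone without zVAD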
hK5 inh – inhibitors of human kallikrein 5 | Q9Y337 | recombinant hK5, fluorogenic AMC substrate cleavage | inhibition, % at 5 µM | 0.59% of 210,000 active;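 active = inhibition of 40% or more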;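 also: 0% = enzyme controls without compound and 100% = no-enzyme blanks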
Target sequence (Q9Y337 67-293 limits assumed): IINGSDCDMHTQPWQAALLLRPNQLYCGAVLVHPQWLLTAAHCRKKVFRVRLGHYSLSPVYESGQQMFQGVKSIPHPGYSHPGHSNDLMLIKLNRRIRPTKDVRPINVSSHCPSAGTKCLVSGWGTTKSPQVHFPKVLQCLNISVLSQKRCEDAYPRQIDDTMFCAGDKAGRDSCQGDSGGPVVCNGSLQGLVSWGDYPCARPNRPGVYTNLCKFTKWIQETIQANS
Hck Nef HTS – human Hck-Nef kinase inhibition; P08631; Recombinant Hck-YEEI plus Nef, Z-Lyte FRET kinase assay; inhibition, % at 20 µM; 0.68% of 220,000 active; AID 463187;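 active = Hck-Nef kinase inhibition above about 50%, limit read from the data; inactive = inhibition below that limit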;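 also: 0% = DMSO with Hck plus Nef and 100% = Hck alone without Nef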
Cl transport mod – modulates chloride dependent transport by human KCC2. 2.2% of 190,000 active. KCC2 cells, thallium flux FluoZin-2 fluorescence. AID 1456. B-score of Tl+ flux slope (higher = more flux/activation; lower = inhibition) at 10 µM;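 active = thallium flux slope and its plate-corrected score both differing from the plate sample mean at a set confidence after two filtering rounds, in either direction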;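 also: slope of fluorescence scaled to starting intensity during 10 to 20 s after thallium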
TNF death inh – inhibitors of TNF-alpha induced necroptosis in Jurkat FADD-/- cells | Jurkat FADD-/- TNF necroptosis rescue, ATP luminescence, 24 h; 0 = TNF only, 100 = no-TNF cells | activation (protection from cell death), % at 10 µM | 0.068% of 220,000 active;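 active = activation, meaning protection from cell death, of at least 50% relative to plate controls; inactive = activation below 50%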;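 also: necroptosis triggered by 40 ng/mL TNF-alpha added together with compound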
Rad51 HR inh – blocks human Rad51 in homologous recombination | 0.085% of 200,000 active | Q06609 | inhibition, % at 10 µM | hRad51 DNA strand exchange, fluorescence dequenching;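 active = inhibition above 40% at the single screening dose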;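 also: 0% = DMSO control wells and 100% = blanks with heterologous ssDNA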
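Material: human Rad51–ssDNA filaments; Probe or stimulus: labelled 47-mer dsDNA for strand exchange; Doses: single 10 µM dose; Incubation: 37 °C 15-min filament assembly, 30-min compound preincubation, 15-min exchange; Technique: FRET fluorescence dequenching, excitation 485 nm, emission 520 nm; Measure: Fluorescence-based percent inhibition, control- and blank-normalised; Benchmarks: plate control and blank wells.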
FXIa inh 1536 – blocks human coagulation factor XIa protease activity. P03951. purified FXIa, Boc-Glu-Ala-Arg-AMC fluorogenic substrate. inhibition, % at 5 µM. 0.14% of 220,000 active. AID 798;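 active = inhibition of at least 40%; inactive = inhibition below 40%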;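 also: fluorescence of freed AMC excited at 355 nm; 0% = enzyme without compound and 100% = no enzyme blank; many of its hits are not listed in these tables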
Target sequence (P03951 19-387 limits assumed): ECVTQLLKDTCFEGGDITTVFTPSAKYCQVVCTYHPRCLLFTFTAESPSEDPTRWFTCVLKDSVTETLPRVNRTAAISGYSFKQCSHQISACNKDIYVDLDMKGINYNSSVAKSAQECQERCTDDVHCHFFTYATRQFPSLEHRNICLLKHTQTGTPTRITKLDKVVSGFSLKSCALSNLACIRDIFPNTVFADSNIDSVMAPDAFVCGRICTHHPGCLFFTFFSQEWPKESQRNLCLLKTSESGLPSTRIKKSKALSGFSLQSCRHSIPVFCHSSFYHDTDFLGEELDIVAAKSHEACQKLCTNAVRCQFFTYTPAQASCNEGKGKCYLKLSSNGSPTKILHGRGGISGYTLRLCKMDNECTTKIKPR
Target sequence (P03951 388-625 limits assumed): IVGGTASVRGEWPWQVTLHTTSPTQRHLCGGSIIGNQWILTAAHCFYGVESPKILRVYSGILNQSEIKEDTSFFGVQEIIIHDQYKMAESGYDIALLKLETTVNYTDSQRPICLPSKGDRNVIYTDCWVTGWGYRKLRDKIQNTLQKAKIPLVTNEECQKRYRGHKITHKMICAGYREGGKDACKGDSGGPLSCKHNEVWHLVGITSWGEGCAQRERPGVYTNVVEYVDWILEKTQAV
Thrombin inh – blocks human thrombin protease activity. alpha-thrombin, Boc-VPR-AMC fluorogenic substrate cleavage. 0.26% of 220,000 active. inhibition, % at 5 µM. AID 1046. P00734;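 active = inhibition at or above 40%; inactive = inhibition below 40%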;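 also: 0% = enzyme with no compound and 100% = wells without enzyme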
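System: human alpha-thrombin protein; Compound dosing: one concentration per compound, 5 µM, with 0.2% DMSO; Timing: reaction at room temperature; Technique: AMC fluorescence, 355/460 nm; Controls: enzyme without compound as high, wells lacking enzyme as low.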
* = called active by the depositor; / = not tested or not shown; & = joins results of further samples.

SMILES | FXIIa inh | zVAD death inh | hK5 inh | Hck Nef HTS | Cl transport mod | TNF death inh | Rad51 HR inh | FXIa inh 1536 | Thrombin inh
O=C(O)CCn1nnc(-c2ccccc2)n1 | 8 | 2.1 | 1 | 27 | 0.15 | 1.1 | 1 | 4 | /
CC1CCCN(C(=S)SCC(=O)c2cc(Br)cc(Br)c2O)C1 (stereo not drawn) | 3 | 13 | 1 | 18 | -0.68 | 0.4 | -3 | -2 | -8
Cc1ccccc1C(=O)N1CCN(c2ccc(NC(=O)c3cccnc3)cc2)CC1 | 8 | 0.7 | -4 | 11 | 0.065 | 2.4 | 0 | -4 | 0
COc1ccc(CC(=O)Nc2ccc3c(c2)CCC3)cc1S(=O)(=O)N1CCOCC1 | 1 | -0.2 | -23 | 3 | -0.29 | -2.3 | 4 | -11 | -5
O=c1oc2ccc3ccccc3c2cc1-c1nnc(-c2cccs2)o1 | -16 | 0.0 | -42 | 0 | -0.0079 | 1.5 | -27 | 0 | -8
OCCN(CCO)c1ccc(C(c2ccc(Cl)cc2)c2ccc(N(CCO)CCO)cc2Cl)c(Cl)c1 | 5 | -0.2 | -8 | 1 | 0.0048 | 0.4 | -7 | -3 | -9
C/C(Cc1ccccc1)=N\NC(=O)CNC(=O)c1cccc(Cl)c1 | -3 | 0.4 | -1 | 2 | -0.41 | 2.5 | -21 | 8 | 4
Cc1nc2cc(NS(=O)(=O)c3cccc(F)c3)ccc2s1 | 8 | 4.0 | -3 | 29 | -0.79 | 1.4 | 4 | 3 | 1
O=C(CN1C(=O)C(c2ccc(F)cc2)=NC12CCCC2)Nc1ccc(F)cc1 | 12 | 1.6 | 6 | 18 | -0.82 | -2.5 | -3 | 3 | 4
O=C(NCc1ccco1)C12CN(Cc3ccccc3)CC1C(c1ccc([N+](=O)[O-])cc1)=NO2 (stereo not drawn) | -10 | 0.5 | -3 | -1 | / | -0.5 | -4 | -5 | -7
COc1ccc(/C=N/NC(=O)C(C)n2cnc3ccccc3c2=O)cc1OC (stereo not drawn) | 1 | / | -3 | -2 | -0.42 | 0.7 | 17 | -3 | -3
Cc1c(NC(=O)CSc2nnnn2Cc2ccccc2)c(=O)n(-c2ccccc2)n1C | 4 | 0.2 | -12 | 4 | -0.84 | -0.6 | -9 | -8 | -2
COc1cc(C2=NOC(C(=O)NCc3ccccn3)C2)cc(OC)c1OC (stereo not drawn) | 1 | 0.0 | 13 | 1 | 1.1 | 0.0 | 3 | -4 | -4
Nc1ccc(C(=O)OCc2csc(-c3ccccc3)n2)cc1[N+](=O)[O-] | 14 | 0.6 | -16 | 2 | 0.21 | 0.0 | -2 | 7 | -6
C/C(=N\NC(=O)C1COc2ccccc2O1)c1ccccn1 (stereo not drawn) | 8 | 71 | -74 | -1 | -0.064 | -7.2 | -13 | 0 | -2
Cc1cc(C(=O)NCc2cccnc2)n(-c2ccccc2)n1 | 10 | 0.1 | -7 | 17 | -0.16 | 1.4 | -1 | -2 | -5
O=C1c2ccccc2-c2ncnc3cccc1c23 | / | 4.0 | / | 0 | 2 | -4.4 | / | / | /
Cc1occc1C(=O)NNC(=O)C1CCCCC1 | 8 | 0.2 | -8 | -3 | 0.12 | 1.6 | -5 | 0 | -4
CC(=O)c1ccc2noc(-c3cccc(C)c3)c2c1 | 9 | 60 | 3 | 21 | -2.2 | -0.1 | -5 | 2 | -1
Cc1ccc(NC(=O)CN2CCC(NC(=O)Cc3ccccc3)CC2)c(C)c1 | 13 | 1.4 | -24 | 3 | 0.053 | 1.5 | -3 | 3 | -2
CC1=C(C#N)C(c2ccccc2)C2=C(N1)c1ccccc1C2=O (stereo not drawn) | 8 | / | -11 | 2 | -2.5 | -16 | / | 4 | -1
CCSC1=N/C(=C\c2ccc(C)s2)C(=O)S1 | -1 | 0.8 | -25 | 0 | -0.31 | -1.5 | 1 | -10 | -8
Cc1cnc(NC(=O)c2ccc(-c3nc4ccccc4s3)o2)s1 | 5 | 15 | 6 | 1 | / | -2.8 | 8 | -3 | -4
O=C(C1CCCN(S(=O)(=O)c2cccs2)C1)N1CCC(N2CCCCC2)CC1 (stereo not drawn) | 2 | -0.7 | 16 | -6 | -0.29 | 1.0 | 3 | -5 | -2
CCc1ccc(C(=O)OCC(=O)Nc2cccc(S(=O)(=O)NC3=NCCCCC3)c2)cc1 | 8 | 0.7 | -18 | 4 | -2.6 | 1.9 | 5 | 3 | -4
(listing goes on)
SMILES | FXIIa inh | zVAD death inh | hK5 inh | Hck Nef HTS | Cl transport mod | TNF death inh | Rad51 HR inh | FXIa inh 1536 | Thrombin inh
O=C(CSc1nc2ccccc2c(=O)n1NC(=O)c1ccccc1)c1ccc(Cl)cc1 | 6 | 0.1 | 2 | 1 | / | -1.4 | 4 | -1 | 2
CCNC(=O)c1cc(Cl)ccc1OC | 1 | 0.3 | -17 | 5 | 0.24 | 2.1 | 9 | 0 | -12
N#Cc1c(NC(=O)c2ccc(Br)o2)n(-c2ccccc2)c2nc3ccccc3nc12 | -6 | 0.3 | -5 | 35 | -4.6 | 1.3 | / | -4 | -16
COc1cc(/C=N/N2CCN(c3ccccc3OC)CC2)ccc1O | 2 | -0.3 | -1 | 1 | / | -3.7 | -3 | 3 | -4
CCC(=O)N(CC)c1nc(-c2cc(OC)ccc2OC)cs1 | 0 | -1.3 | -10 | -6 | 0.67 | -1.1 | -5 | -6 | -5
CCCN1C(=O)C(O)(c2c(C)[nH]c3ccccc23)c2ccccc21 (stereo not drawn) | -1 | 0.4 | -5 | 18 | 0.48 | -12 | 4 | -5 | -7
NCC(c1ccccc1)(c1ccccc1)c1ccccc1 | -1 | -0.3 | -14 | 1 | -0.33 | -1.4 | 0 | -10 | -15
COC(=O)c1ccn(C(=O)c2ccc(Cl)cc2)n1 | 9 | 0.1 | 5 | -3 | -0.13 | -0.4 | / | 5 | 13
O=C(c1ccccc1NS(=O)(=O)c1ccc(F)cc1)N1CCc2ccccc21 | 6 | 0.9 | -8 | 1 | 0.028 | 0.5 | -3 | 6 | 0
O=C(Cc1cccs1)Nc1nnc(CCc2ccccc2)s1 | 15 | 0.0 | 43* | 0 | -0.061 | 1.4 | -2 | 41* | 54*
CC(C)(C)NC(=O)CN(C(=O)CN1C(=O)C(=O)c2ccccc21)C(C)(C)C | 2 | 0.0 | -9 | 0 | 0.12 | -0.1 | 2 | -9 | -1
COc1ccc(C2CC(=O)c3cnc(N4CCc5ccccc54)nc3C2)c(OC)c1 (stereo not drawn) | -2 | 7.1 | -5 | 20 | / | 1.4 | -5 | -6 | -9
CN(C)CCN(Cc1ccccc1)c1ccccn1 | 12 | -1.8 | -9 | -2 | -0.61&-1.1 | 2.9 | 0 | 8 | 1
COC(=O)c1ccc2c(c1)NC(=O)C(N1CCCCC1)S2 (stereo not drawn) | -5 | -0.1 | -3 | 0 | 0.22 | -1.2 | -9 | -1 | -22
COc1ccc(Br)cc1C(=O)Nc1ccc(C(=O)O)cc1 | 8 | -0.6 | 3 | -3 | -0.71 | 0.0 | 1 | 2 | 1
Cc1cc(C)c(S(C)(=O)=O)c(S(=O)c2ccc(Cl)cc2)n1 (stereo not drawn) | 19 | 0.0 | -2 | 3 | / | -2.7 | 6 | 5 | 5
CC(=O)N/C(=C\c1cccc([N+](=O)[O-])c1)C(=O)NC(C)C | 11 | 0.5 | 2 | 3 | 0.57 | 1.2 | / | 5 | 7
CCn1c(SCc2nc(-c3ccccc3)no2)nnc1-c1ccco1 | 6 | -0.2 | -8 | 1 | -1.2 | -0.4 | -2 | 0 | -1
COc1cc(CN2CCN(S(=O)(=O)c3ccc(F)cc3)CC2)cc(OC)c1OC | 11 | -0.3 | 0 | -2 | -0.4 | 0.8 | -2 | 2 | -4
CCOc1ccc(-c2nnc(NC(=O)CCCOc3cccc(C)c3)o2)cc1 | 3 | 0.6 | -7 | 3 | 1.9 | -2.6 | -8 | -4 | -9
Cc1ccc2nc(SCC(=O)Nc3ccc(C)c([N+](=O)[O-])c3)[nH]c2c1 | 5 | -0.4 | 0 | 1 | -0.42 | 2.7 | 1 | 1 | -13
COc1ccc(-c2cc(C(=O)NN)n(-c3ccccc3)n2)cc1 | 10 | 0.6 | -2 | 3 | -0.26 | 0.7 | 0 | 7 | -11
CCc1nnc(NS(=O)(=O)c2ccc(NC(=O)/C=C/c3ccccc3Cl)cc2)s1 | 5 | 3.5 | -1 | 3 | 0.58 | 0.7 | -3 | -2 | -1
Cc1cc(C)n(CCN(C)C(=O)CCc2nnc(CCC3CCCCC3)o2)n1 | 10 | -0.2 | 3 | 22 | 0.0057 | -0.5 | 7 | 2 | -7
NC(=O)C1CCN(C(=O)CN2CCc3ccccc32)CC1 | 1 | 0.0 | -2 | 0 | / | -1.2 | 8 | -9 | -9

One compound at a time, as listed above.
Profile of O=C(c1ccccc1NS(=O)(=O)c1ccc(F)cc1)N1CCc2ccccc21 → FXIIa inh = 6; zVAD death inh = 0.9; hK5 inh = -8; Hck Nef HTS = 1; Cl transport mod = 0.028; TNF death inh = 0.5; Rad51 HR inh = -3; FXIa inh 1536 = 6; Thrombin inh = 0
Profile of COc1ccc(-c2cc(C(=O)NN)n(-c3ccccc3)n2)cc1 → FXIIa inh = 10; zVAD death inh = 0.6; hK5 inh = -2; Hck Nef HTS = 3; Cl transport mod = -0.26; TNF death inh = 0.7; Rad51 HR inh = 0; FXIa inh 1536 = 7; Thrombin inh = -11

(next part)
SMILES | FXIIa inh | zVAD death inh | hK5 inh | Hck Nef HTS | Cl transport mod | TNF death inh | Rad51 HR inh | FXIa inh 1536 | Thrombin inh
S=C(NCCc1ccccc1)Nc1c(Cl)cccc1Cl | 6 | -1.1 | -2 | 11 | 2 | -0.8 | / | -2 | -6
Cc1ccc(C(C)C)c(OCc2ccc(C(=O)N/N=C/c3ccc(C(=O)O)cc3)cc2)c1 | 6 | 0.1 | -3 | 34 | -1 | 2.0 | 4 | 0 | -5
COc1ccc(-c2cc(C(=O)O)c3c(C)nn(-c4ccccn4)c3n2)cc1 | -2 | 0.1 | -63 | 0 | -0.087 | 0.6 | -7 | -5 | -3
CN(C)CCCN(C(=O)c1ccco1)c1nc2c(F)cccc2s1 | 10 | 1.1 | 1 | 22 | 2 | -0.5 | 0 | 4 | -1
CCOC(=O)NCN1C(=O)C2C3C=CC(C3)C2C1=O (stereo not drawn) | 9 | 0.6 | -3 | 1 | -0.55 | 1.0 | 2 | 1 | 5
COC(=O)c1c(C)oc2cc(Br)c(OCC(=O)C(C)(C)C)cc12 | 22 | 0.8 | -2 | 0 | / | 0.8 | -2 | 19 | 3
CCc1ccccc1NC(=O)Nc1ccc2c(c1)OCO2 | 7 | 0.8 | 18 | 23 | -0.41 | -1.6 | -5 | 0 | 3
CN(Cc1cnn(C)c1)Cc1nc(COc2ccccc2)no1 | 10 | 0.7 | / | 16 | -0.1 | 0.8 | 18 | -1 | -6
Cc1ccc(C2=NNC(=O)C(c3ccc(Cl)cc3)C2)cc1 (stereo not drawn) | 0 | -0.1 | -21 | -2 | / | -0.4 | -5 | 2 | -11
CCOc1ccc(C2NC(=O)c3sc(=S)n(-c4ccccc4)c3N2)cc1 (stereo not drawn) | 22 | / | -2 | 13 | -0.13 | 0.2 | / | 12 | 2
Cc1nn(-c2ccccc2)c(C)c1/C=N/NC(=O)c1cc(C2CC2)[nH]n1 | 6 | 0.3 | 5 | 2 | / | -2.7 | -1 | 1 | 1

The list is partial (hit frequency here may not be typical).
